# AmpC det inh – inhibitors of E. coli AmpC beta-lactamase with detergent; P00811; purified AmpC, nitrocefin hydrolysis with detergent; Potency, µM (doses to about 28.7 µM), for inactives: at the highest dose activity change, negative = inhibition; 0.09% of 71,000 active; active means well fitted curve in the direction sought with a large enough effect
# Target sequence (P00811 whole entry, looked up): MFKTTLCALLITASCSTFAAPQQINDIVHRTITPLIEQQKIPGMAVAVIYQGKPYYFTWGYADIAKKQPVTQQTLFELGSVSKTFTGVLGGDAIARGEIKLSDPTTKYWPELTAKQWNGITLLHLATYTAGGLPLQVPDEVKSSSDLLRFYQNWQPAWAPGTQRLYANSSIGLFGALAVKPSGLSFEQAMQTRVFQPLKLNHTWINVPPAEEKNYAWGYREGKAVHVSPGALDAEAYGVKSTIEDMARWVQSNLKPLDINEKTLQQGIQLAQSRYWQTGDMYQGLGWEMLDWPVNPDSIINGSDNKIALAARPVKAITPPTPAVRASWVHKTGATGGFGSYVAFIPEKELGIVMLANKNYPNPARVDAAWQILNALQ
#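 E. coli AmpC (5.3 nM) in 20 mM phosphate pH 7.0 with 0.01% Triton X-100, preincubated 15 min RT with compound; nitrocefin (2 uL of 800 uM stock) hydrolysis followed by 480 nm absorbance every 20 s over 4 min.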
# * = called active by the depositor; [ ] = dose if it differs, or a comment. On the % scale 0 is the no-effect control and ±100 the full control effect; potency means the concentration at half of the fitted maximal effect.
structure | AmpC det inh
Cc1nc2c(n1O)CCC/C2=N\O | 12%
CCOC(=O)CCCNC(=O)COC(=O)c1cccc(C)c1O | 18%
C=CCn1c(SCC(=O)N2CCOCC2)nc2scc(-c3ccco3)c2c1=O | -2%
COCCn1c(=O)[nH]c2cc(C(=O)N3CCN(c4ccccc4OC)CC3)ccc2c1=O | -2%
CC(C)CN1CCC2(CC1)CCN(C(=O)Oc1ccccc1)CC2 | 0%
Cc1ccc2oc(=O)ccc2c1 | 9%
Cc1ccc(-c2nnn(CC(=O)Nc3cccc4c3CCCC4)n2)o1 | -3%
CC(CCC(=O)Nc1nncs1)C(=O)O (stereo unspecified) | 9%
CCCC(=O)NCCCc1nc2ccccc2n1CC | 14%
CCc1c(C)nc2ncnn2c1N1CCC(C(=O)Nc2cccc(C(C)=O)c2)CC1 | -5%
CCOC(=O)c1c(NC(=O)c2nn(CC)cc2Br)sc2c1CCCCC2 | 1%
Cc1nc(Nc2ccccc2)c2nc(-c3ccccc3)n(CCCN3CCCCC3C)c2n1 (stereo unspecified) | 10%
COCCN(CC(=O)NCc1ccc(OC)cc1)C(=O)CCC(=O)Nc1nccs1 | -4%
CC(C)(C)c1ccccc1OCCN1CCCC1 | 7%
CC(C)CSc1nc2c(c(=O)[nH]c(=O)n2C)n1CC(O)COc1cccc2ccccc12 (stereo unspecified) | 23%

# Further compounds
structure | AmpC det inh
O=C(CSc1nc2ccc(S(=O)(=O)N3CCOCC3)cc2[nH]1)N1CCOCC1 | 1%
O=C(C1CCCN(S(=O)(=O)c2ccccc2)C1)N1CCCCCC1 (stereo unspecified) | 8%
CCN(CC)Cc1cc2ccccc2c2c1COC2 | -2%
Cc1nnc(SCCn2c(N3CCCC(C)C3)nc3c2c(=O)n(C)c(=O)n3C)s1 (stereo unspecified) | 12%
O=C(NC1(C(F)(F)F)NC(=O)N(Cc2ccco2)C1=O)c1cccnc1 (stereo unspecified) | 1%
Cc1ccc(S(=O)(=O)NC(CC(=O)NC2CCCC2)c2ccco2)cc1 (stereo unspecified) | -5%
O[C@H](CCCN1CCN(c2ncc(F)cn2)CC1)c1ccc(F)cc1 | -2%
Cc1[nH]c(=O)[nH]c(=O)c1S(=O)(=O)N1CCCC(C(=O)NCCc2ccc(Cl)cc2)C1 (stereo unspecified) | -5%
C=CCn1c(N)c(C(=O)NCC2CCCO2)sc1=S (stereo unspecified) | -1%
COc1ccccc1CCn1cnc2c3cc(C)ccc3n(C)c2c1=O | -1%
c1ccc2oc(SCc3cn4ccsc4n3)nc2c1 | 1%
COc1ccc(CCN2C(=O)C3C4C=CC(C4)C3C2=O)cc1OC (stereo unspecified) | -3%
NNC(=O)[C@@H](O)[C@H](O)C(=O)NN | -1%[5.75 µM]
COc1ccccc1C(=O)NCCn1cc(SCC(=O)Nc2nnc(C)s2)c2ccccc21 | 24%
O=C(Nc1ccc(F)c(F)c1)c1ccc2c(c1)OCO2 | 7%

# Among those listed so far, 5 have a halogen:
structure | AmpC det inh
CCOC(=O)c1c(NC(=O)c2nn(CC)cc2Br)sc2c1CCCCC2 | 1%
O=C(NC1(C(F)(F)F)NC(=O)N(Cc2ccco2)C1=O)c1cccnc1 (stereo unspecified) | 1%
O[C@H](CCCN1CCN(c2ncc(F)cn2)CC1)c1ccc(F)cc1 | -2%
Cc1[nH]c(=O)[nH]c(=O)c1S(=O)(=O)N1CCCC(C(=O)NCCc2ccc(Cl)cc2)C1 (stereo unspecified) | -5%
O=C(Nc1ccc(F)c(F)c1)c1ccc2c(c1)OCO2 | 7%

# Following part
structure | AmpC det inh
COC(=O)CSc1nnc(-c2cnccn2)n1C | 7%
O=C(c1ccc2c(c1)ncn2C1CCCCC1)N1CCC2(CC1)OCCO2 | 1%
COc1ccc(CNC(=O)CN(CC2CCCO2)C(=O)CNS(=O)(=O)c2ccccc2)cc1 (stereo unspecified) | -2%
CC(=O)N1CCC2(CC1)CN(c1ccncc1)C2 | -3%
O=C(Cc1n[nH]c(=O)c2ccccc12)OCC(=O)c1ccc2c(c1)OCCO2 | -3%
O=c1c(-c2ccccc2)nc2cncnc2n1C1CC1 | -3%
COc1ccc(C2C(C(=O)Nc3cccc(C)n3)CCC(=O)N2c2ccc(OC)cc2)cc1 (stereo unspecified) | -4%
CCc1c(O)nc(SCC(=O)Nc2ccccc2)n(-c2ccccc2)c1=O | -2%
COc1cccc(CN2CCNC(=O)C2CC(=O)O)c1OC (stereo unspecified) | 8%
CCn1c(SCC(=O)Nc2ccccc2F)nc2c(c1=O)SC(C)C2 (stereo unspecified) | 0%
CN(C)NC(=O)CCC(=O)O | 9%
Cc1ccc(-c2nn(C)c(=O)c3ccccc23)cc1S(=O)(=O)N1CCOCC1 | -2%
COC(=O)Nc1nc2ccccc2[nH]1 | 10%
c1csc(CSc2nc3ccccc3s2)c1 | 3%
O=C(Nc1ccc(Br)cc1)N1CCCCCCC1 | -4%

# Next section.
structure | AmpC det inh
O=C(CN(Cc1ccco1)C(=O)CCC(=O)Nc1ccccn1)NCCc1ccccc1 | 27%
Cc1nccn1CC(O)COC1CCCCC1 (stereo unspecified) | 10%
CC(=O)c1cc2c(cc1NS(=O)(=O)c1ccc3c(c1)OCCO3)OCO2 | -3%
Cc1ccc(S(=O)(=O)NCc2ccncc2)cc1 | -5%
COc1cc(OC)cc(C(=O)NCc2cccnc2)c1 | 1%
CC(C)n1c(-c2ccco2)csc1=Nc1cccnc1 | -6%
COc1cc(-c2nnc3sc(-c4ccncc4)nn23)cc(OC)c1OC | -1%
c1cncc(-c2nc3cc(Cc4ccc5oc(-c6cccnc6)nc5c4)ccc3o2)c1 | 10%
O=C(Nc1cccc(Cl)c1)N1CCN(Cc2ccccc2)CC1 | 8%
CN(C)c1cccc(C(=O)Nc2cccc(F)c2)c1 | -5%
O=C(CSc1nc2ccccc2[nH]1)NCCCn1ccnc1 | -4%
COc1ccc(-c2nnn(CC(=O)OC3CCCCC3)n2)cc1OC | -2%
CCc1cc2c(=O)n(C(C)C(=O)OC3CCCCC3)cnc2s1 (stereo unspecified) | -3%
CC12CCCCC1=[N+]([O-])CN2O (stereo unspecified) | 3%
CC(C)n1c(N2CCN(C(=O)N3CCCCC3)CC2)nc2ccccc21 | -2%

# The closing 6 entries of the section above lead into the next.
structure | AmpC det inh
CN(C)c1cccc(C(=O)Nc2cccc(F)c2)c1 | -5%
O=C(CSc1nc2ccccc2[nH]1)NCCCn1ccnc1 | -4%
COc1ccc(-c2nnn(CC(=O)OC3CCCCC3)n2)cc1OC | -2%
CCc1cc2c(=O)n(C(C)C(=O)OC3CCCCC3)cnc2s1 (stereo unspecified) | -3%
CC12CCCCC1=[N+]([O-])CN2O (stereo unspecified) | 3%
CC(C)n1c(N2CCN(C(=O)N3CCCCC3)CC2)nc2ccccc21 | -2%
CC(C)c1[nH]nc2c1C(c1cccnc1)C(C#N)=C(N)O2 (stereo unspecified) | -2%
COc1cccc(C2C(C#N)=C(N)Oc3cc(C)n(Cc4ccccn4)c(=O)c32)c1OC (stereo unspecified) | -3%
Cc1c(N2C(=O)C(C)SC23C(=O)Nc2ccccc23)c(=O)n(-c2ccccc2)n1C (stereo unspecified) | -2%
CN(C)C(=O)/N=N\C(=O)N(C)C | -2%
CCn1c(N)c(C(=O)NC2CCCCC2)sc1=S | -3%
Cc1nnc(NC(=O)c2ccco2)s1 | 10%
CN(C)Cc1cc(C(F)(F)F)ccc1C(O)(c1ccccc1)c1ccccc1 | -4%[5.75 µM]
Cc1c(Cl)ccc2c1NC(=O)C21NC(CCC(N)=O)[C@H]2C(=O)N(c3ccc(Cl)cc3)C(=O)[C@H]21 (stereo partly specified) | -7%
c1nc(N2CCCCC2)c2[nH]cnc2n1 | -2%
COc1ccc(C2NCc3ccc4c(c3-n3cccc32)OCO4)cc1O (stereo unspecified) | -6%
COc1ccc(OC)c(C2NC(=O)NC(C)=C2C(=O)Nc2ccc(C)cc2C)c1 (stereo unspecified) | 9%
CCOC(=O)C1=C(C)NC(C)=C(C(=O)OC)[C@@H]1c1cccc(Cl)c1Cl | 1%[12.8 µM]
CC1(C)Cc2c(C#N)c(N3CCCC3)nc(-c3ccco3)c2CO1 | 9%
O=C(Nc1c(F)c(F)c(F)c(F)c1F)NC1CCCCC1 | -5%
O=C(NCCN1CCOCC1)N1CCOCC1 | 1%

# (list continues)
structure | AmpC det inh
Cc1cccc2nc(CSc3nnnn3-c3ccccc3)cn12 | 12%
O=C(O)CCc1ccc(-c2ccccc2)n1CC1CCCO1 (stereo unspecified) | -3%
O=C(c1ccc(Cl)cc1)c1nnc(-c2ccncc2)o1 | -4%
Cc1csc(SCc2nc3sc4c(c3c(=O)[nH]2)CCC4)n1 | -2%
CCN(CC)S(=O)(=O)c1ccc(-c2nnc(SCC(=O)Nc3ccc4c(c3)OCO4)o2)cc1 | 2%
O=C(c1coc(=O)c2ccccc12)N1CCN(Cc2ccccc2)CC1 | 13%
Cc1cnc(C(=O)Nc2ccc(N3CCN(C(=O)OC(C)(C)C)CC3)cc2)cn1 | -1%
O=C(C1CC1c1ccccc1)N1CCN(c2cccc(Cl)c2)CC1 (stereo unspecified) | 2%
COc1ccc(-c2nc(NC(=O)CSc3nnc(C)s3)ns2)cc1 | 1%
O=C1CC(c2cccc(F)c2)C2=C(CCCC2=O)N1 (stereo unspecified) | -1%
CCOC(=O)Cn1c(=N)n(CCOc2cccc(C)c2)c2ccccc21 | 0%
COc1ccc(C(=O)Nc2nc(C)c(C(=O)N(C)C)s2)cc1OC | -4%
[O-][Cl+2]([O-])O | 9%
COc1ccc(OCCSc2nnc3sc4ccccc4n23)cc1 | -4%
CCOC(=O)Cc1[nH]nc2c1C(C1C=CCCC1)C(C#N)=C(N)O2 (stereo unspecified) | -3%

# (next part)
structure | AmpC det inh
O=C(Nc1nccs1)c1ccc(S(=O)(=O)N2CCCCC2)cc1 | 20%
O=C(c1cn(-c2ccccc2)nc1-c1ccncc1)N1CCCCC1 | -2%
COC(=O)Nc1c(-c2ccccc2)nc2ccccn12 | -3%
CCOC(=O)c1c(NC(=O)COC)sc2c1CCCC2 | -5%
COC(=O)c1ccc(C(NC(=O)OCc2ccccc2)/C(I)=C/[C@@H](C)C(=O)NCc2ccncc2)cc1 (stereo partly specified) | 5%
O=C(CSCc1ccccc1)Nc1nccs1 | 10%
CCOC(=O)Nc1nnc(-c2ccccc2OC)s1 | 7%
O=C1O[C@@H]([C@@H](O)CO)[C@@H](O)[C@H]1O | 6%[12.8 µM]
c1ccc(CNn2nnnc2-c2ccccc2)cc1 | -5%
COc1ccc(NC(=O)CSc2ncn(-c3ccccc3)n2)cc1Cl | 0%
CO/C=C/C#CC1(O)CCN(C)CC1 | 14%
Cc1ccccc1CSc1nnc(Cn2c(=O)sc3ccccc32)n1C | 4%
COc1ccc(CCNC(=O)c2cc3sccc3n2C)cc1OC | -3%
CCOC(=O)CSc1nc2c(sc(=S)n2Cc2ccco2)c(=O)n1-c1ccccc1 | 9%
CCOC(=O)N1CCN(C(=O)Nc2ccc3nc(-c4ccccn4)c(-c4ccccn4)nc3c2)CC1 | 11%

# Remaining list, next part.
structure | AmpC det inh
Cc1ccc(S(=O)(=O)Cc2ccc(C(=O)N3CCN(c4ccc(F)cc4)CC3)o2)cc1 | 10%
Cc1ccc(NC(=O)Cn2cnc3c(cnn3C(C)(C)C)c2=O)cc1 | 10%
COCCn1c(N2CCN(c3ccc(OC)cc3)CC2)nc2c1c(=O)[nH]c(=O)n2C | -3%
COC(=O)c1ccc(C)c(NC(=O)Cc2coc3cc(OC)ccc23)c1 | -4%
CC(C)CNc1nc2ncnc(N)c2[nH]1 | -6%[5.75 µM]
CN(C)c1ccc(-c2cc(-n3ccnc3)ncn2)cc1 | 9%
COC(=O)c1ccccc1NC(=O)CSc1n[nH]c(CC(C)C)n1 | -6%
Cc1ccsc1C1CC(=O)NC2=C1C(=O)CC(C)(C)C2 (stereo unspecified) | 0%
O=C(CCn1nnc2ccccc21)Nc1nnc(Cc2ccccc2)s1 | 13%
COCCn1c(=O)c(-c2ccc(F)cc2)nc2cnc(Oc3ccccc3)nc21 | -2%
Cc1ccc(C)c(N2CC(=O)N(c3cc(C)ccc3C)CC2=O)c1 | -1%
COCCCNC(=O)CSc1nc2ccccc2c(=O)n1CCCC(=O)NCC1CCCO1 (stereo unspecified) | -4%
COC(=O)c1cc2occc2n1Cc1c(F)cccc1Cl | -3%
O=c1c(O)c(-c2cc(O)c(O)c(O)c2)oc2cc(O)cc(O)c12 | -2%
CNC(=O)NC(=O)COC(=O)CCCOc1ccc(OC)cc1 | 13%

# The list goes on:
structure | AmpC det inh
CCC(C(=O)NC1CCCCC1)N(CC1CCCO1)C(=O)CNS(=O)(=O)c1ccc(OC)cc1 (stereo unspecified) | 1%
CCOC(=O)C1CCCN(C(=O)c2cc3c(C)nc4ccccc4c3o2)C1 (stereo unspecified) | 11%
COc1ccc(CCN2CNc3c(c(=O)n(C)c(=O)n3C)C2)cc1OC | -4%
CCN(CC)S(=O)(=O)c1ccc(N2CCCC2)c(C(=O)OCC(=O)/C(C#N)=C(\C)N)c1 | -2%
CNS(=O)(=O)c1cccc(C(=O)OC2CCCCC2=O)c1 (stereo unspecified) | -1%
Cc1cc(C)n(-c2nc3ccccc3nc2N2CCN(C(=O)c3ccccc3)CC2)n1 | -3%
COc1ccc(C(=O)Nc2ccncc2)cc1OC | 5%
O=c1c(-c2ccc(Cl)cc2)nc2cncnc2n1Cc1ccccc1Cl | 0%
COc1ccc2cnn(Cc3ccccc3)c(=O)c2c1OC | 15%
COC(=O)c1ccc(NC(=O)CN(C)S(=O)(=O)c2ccc(OC)c(C)c2)cc1 | -6%
Cc1cc(C)c2c(=O)[nH]c(SCC(=O)N3CCCCC3)nc2n1 | 16%
Cc1cccc(NC(=O)Cn2cccc2)c1 | -2%
COCCCn1c(SCC(=O)N(C)C)nnc1-c1ccccc1 | 1%
CCCN1CCN(C(=O)Cn2c(=O)oc3cc(S(=O)(=O)NCc4ccccc4)ccc32)CC1 | 8%

# An excerpt, so the mix of outcomes need not match the whole.
